LDHA inh = qHTS assay for inhibitors of human lactate dehydrogenase. L-lactate dehydrogenase A chain (Homo sapiens), P00338. purified LDHA, NADH/diaphorase-resazurin fluorescence; hits give low values. activity change, % (values are at about 110 or 230 µM). 480,000 compounds, 0.15% hits. AID 1347041, 2019; in the data active = activity change below about -30%; inconclusive = mostly about -25% to -30%;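 also: plate controls were DMSO wells for no effect and wells without enzyme for full effect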
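Enzyme activity of human lactate dehydrogenase 5 (2 nM; 0.06 mM NADH, 0.2 mM pyruvate, 5 min, RT) is measured via a resazurin/diaphorase fluorescence readout of residual NADH.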
APEX1 inh = qHTS Assay for Inhibitors of the Human Apurinic/apyrimidinic Endonuclease 1 (APE1); AID 2517, 2012; recombinant APE1, TAMRA/BHQ-2 abasic DNA cleavage fluorescence; Potency, µM (top dose mostly 65.8 µM), for inactives: at the highest dose activity change, negative = inhibition, actives largely listed as inhibitors; 350,000 compounds, 0.35% hits; DNA repair nuclease/redox regulator APEX1 (Homo sapiens), P27695;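 also: potency is read from the fitted curve at half-maximal effect; plate controls were vehicle for no effect and reference inhibitor for full effect; nearly all actives have a fitted effect of over 55% in size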
Target sequence (P27695 whole entry, looked up): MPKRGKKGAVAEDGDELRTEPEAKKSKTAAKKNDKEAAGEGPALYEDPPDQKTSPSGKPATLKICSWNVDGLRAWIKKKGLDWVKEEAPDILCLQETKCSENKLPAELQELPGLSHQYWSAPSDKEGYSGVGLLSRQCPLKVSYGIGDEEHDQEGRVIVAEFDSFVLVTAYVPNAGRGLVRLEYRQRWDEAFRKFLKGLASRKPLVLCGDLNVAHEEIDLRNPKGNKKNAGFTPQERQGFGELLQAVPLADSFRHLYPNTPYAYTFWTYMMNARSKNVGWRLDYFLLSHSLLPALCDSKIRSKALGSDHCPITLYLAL
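Enzyme (0.75 nM final) and test compound are incubated 15 min at room temperature before adding 50 nM quenched THF abasic-site duplex. Cleavage dequenches TAMRA, followed at 525/598 nm over three reads one minute apart.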
BLM helicase inh = qHTS Assay for Inhibitors of Bloom's syndrome helicase (BLM); RecQ-like DNA helicase BLM (Homo sapiens), P54132; recombinant BLM DNA unwinding, fluorescence dequenching; Potency, µM (highest dose often 56.1 µM), inactives show at the highest dose activity change, negative = inhibition, hits mostly inhibitors; 350,000 compounds, 0.2% hits;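 also: potency is read from the fitted curve at half-maximal effect; plate controls were vehicle for no effect and no enzyme for full effect; nearly all actives have a fitted effect of over 35% in size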
Apoferritin bind = qHTS Assay for Identification of Novel General Anesthetics; 350,000 compounds, 0.074% hits; apoferritin/1-aminoanthracene competitive binding, fluorescence; Potency, µM (highest dose often 77.5 µM), without a hit: at the top dose activity change, negative = displacement, most hits filed as inhibitors; AID 485281, 2010; also: potency is read from the fitted curve at half-maximal effect; % is scaled to controls: 0 for no effect and ±100 for the full control effect; nearly all actives have a fitted effect of over 20% in size
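Read-out: endpoint 1-AMA fluorescence, excitation 380 nm and emission 535 nm, after compounds sit 10 min at room temperature with 10 uM horse-spleen apoferritin in 50% saturated 1-AMA/PBS. Values come from four-parameter Hill fits.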
GRP78 ERSR act = qHTS for Inducers of the Endoplasmic Reticulum Stress Response (ERSR) in Human Glioma: qHTS; U87-MG GRP78 promoter luciferase reporter, 16 h; Potency, µM, inactives show at the highest dose activation, usual class: activators; 420,000 compounds, 0.02% hits; AID 602332, 2012; also: potency is read from the fitted curve at half-maximal effect; series mostly up to about 76 µM; % of control where 0% means no effect; nearly all actives have a fitted effect of over 35% in size
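ERSR induction read as luciferase luminescence (Bright-Glo, 10 min at room temperature) in stably transfected human U87-MG glioma cells exposed to compounds for 16 h, using GRP78 as sensor.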
POLI inh = qHTS for Inhibitors of Polymerase Iota | DNA polymerase iota (Homo sapiens), Q9UNA4 | Pol iota fluorescent replication assay, 10 min | Potency, µM (top dose mostly 115 µM), inactives show at the highest dose activity, negative = inhibition, hits mostly inhibitors | 390,000 compounds, 1% hits | AID 588590, 2011; also: potency is read from the fitted curve at half-maximal effect
Target sequence (Q9UNA4 whole entry, looked up): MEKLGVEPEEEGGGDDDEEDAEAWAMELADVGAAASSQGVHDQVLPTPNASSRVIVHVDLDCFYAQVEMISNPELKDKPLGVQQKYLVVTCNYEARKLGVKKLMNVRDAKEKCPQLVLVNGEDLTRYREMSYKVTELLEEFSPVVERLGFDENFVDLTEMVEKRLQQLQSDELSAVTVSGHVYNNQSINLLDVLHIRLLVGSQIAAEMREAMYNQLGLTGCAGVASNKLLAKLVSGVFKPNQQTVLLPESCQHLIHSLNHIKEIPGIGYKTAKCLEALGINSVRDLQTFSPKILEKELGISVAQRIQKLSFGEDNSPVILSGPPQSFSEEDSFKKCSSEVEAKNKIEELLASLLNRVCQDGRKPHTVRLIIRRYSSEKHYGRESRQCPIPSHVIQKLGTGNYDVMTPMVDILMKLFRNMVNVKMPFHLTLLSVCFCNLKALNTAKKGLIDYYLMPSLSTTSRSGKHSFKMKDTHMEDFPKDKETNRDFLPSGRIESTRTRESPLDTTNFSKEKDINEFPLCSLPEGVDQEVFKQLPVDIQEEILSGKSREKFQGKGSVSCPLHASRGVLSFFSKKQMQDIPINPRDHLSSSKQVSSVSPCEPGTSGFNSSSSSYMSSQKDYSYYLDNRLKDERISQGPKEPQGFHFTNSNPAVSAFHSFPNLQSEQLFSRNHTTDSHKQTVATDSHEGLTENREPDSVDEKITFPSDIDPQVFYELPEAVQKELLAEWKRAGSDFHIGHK
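Pol iota at 10 nM preincubated 15 min with compounds at room temperature; reaction started with fluorescent substrate, 50 nM final. Fluorescence read kinetically at 0 and 10 min; buffer-only wells as negative control.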
Pol kappa inh = qHTS for Inhibitors of Polymerase Kappa. DNA polymerase kappa (Homo sapiens), Q9UBT6. 400,000 compounds, 0.53% hits. Potency, µM (doses to about 107 µM), for the others: at the highest dose activity, negative = inhibition, hits mostly inhibitors. purified Pol kappa, fluorescent DNA synthesis assay, 10 min. AID 588579, 2011; also: potency is read from the fitted curve at half-maximal effect; % is scaled to controls: 0 for no effect and ±100 for the full control effect
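Here, compound and 10 nM enzyme are combined for 15 min at room temperature; adding 50 nM substrate (final) starts DNA synthesis, tracked by fluorescence at 0 and 10 min against buffer-only wells.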
POLH inh = qHTS for Inhibitors of Polymerase Eta; 390,000 compounds, 1.2% hits; Potency, µM (series often up to 114 µM), for the others: at the highest dose activity change, negative = inhibition, usual class: inhibitors; recombinant Pol eta, fluorescent DNA replication assay; AID 588591, 2011; DNA polymerase eta (Homo sapiens), Q9Y253; also: potency is read from the fitted curve at half-maximal effect; % is scaled to controls: 0 for no effect and ±100 for the full control effect
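Pol eta at 10 nM preincubated with compounds 15 min at room temperature; reaction started with fluorescent substrate (50 nM final) and read kinetically at 0 and 10 min.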
POLB inh = qHTS Assay for Inhibitors of DNA Polymerase Beta; P06746; Pol beta primer extension/strand displacement, fluorescence kinetic; Potency, µM (series often up to 114 µM), without a hit: at the highest dose activity change, negative = inhibition, usual class: inhibitors; 340,000 compounds, 1.3% hits; AID 485314, 2010; also: potency is read from the fitted curve at half-maximal effect; % is scaled to controls: 0 for no effect and ±100 for the full control effect
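Pol beta (10 nM) and compounds were preincubated 15 min at room temperature, then 50 nM substrate (final) started primer extension/strand displacement. Reads were taken at 0 and 10 min; concentration-response data were fitted to a four-parameter Hill equation.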
An asterisk follows results filed as active; ? = inconclusive; · = no result given; & = joins results of further samples; [ ] = remark or other dose. Unless noted, calls follow the shape of the dose curve; as a rule, active = well fitted curve in the direction sought with a large enough effect; inconclusive = small, poorly fitted or top-dose-only effect, or another doubt; inactive = no such curve, though single readings can be large; an effect the other way counts as inactive or inconclusive. An excerpt, so the mix of outcomes need not match the whole.

LDHA inh | APEX1 inh | BLM helicase inh | Apoferritin bind | GRP78 ERSR act | POLI inh | Pol kappa inh | SMILES | POLH inh | POLB inh
7 | 9% | 25µM* | -16% | 8% | 32µM* | ? | O=C1S/C(=C\C=C\c2ccco2)C(=O)N1c1ccc(O)cc1 | ? | 7.9µM*
-5 | -5% | 1% | -8% | -7% | -5% | -8% | CCOC(=O)N1CCC(C(=O)NNC(=O)c2ccc(Cl)cc2Cl)CC1 | 1% | 34%
2 | 11% | -4% | -1% | 4% | 1% | -6% | CCOC(=O)CC(=O)CSc1nc2c(cc1C#N)CCCCC2 | -9% | 0%
1 | 13% | · | · | -2% | 18% | 2% | COc1cc(NC(=O)C2CC(=O)N(CCc3ccccc3)C2)cc(OC)c1 (stereo unspecified) | -11% | ·
1 | -10% | -7% | -15% | -3% | 3% | -4% | CC(C)(C)c1ccccc1OCC(O)CN1CCN(c2ccccn2)CC1 (stereo unspecified) | -8% | -2%
2 | -4% | 0% | -10% | -4% | 9% | -16% | Cc1cc(Cl)ccc1OCC(=O)N/N=C1\CCCc2ccccc21 | -12% | ?
-5 | 1% | -4% | -23% | 0% | -30% | 8% | COc1cc(C=NCC2OCCc3ccccc32)cc(OC)c1 (stereo unspecified) | -17% | 0%
-1 | 2% | -1% | 56%[activator] | -5% | 13% | -5% | COc1nnc(-c2ccc(N3CCOCC3)c(NC(=O)c3ccco3)c2)c2ccccc12 | -1% | 1%
-6 | -1% | -3% | -5% | 0% | 115%[activator] | -6% | COc1ccc(NC(=O)Cc2ccccc2F)cn1 | 6% | 18%
5 | 0% | -1% | -5% | 1% | 95%[activator] | 3% | Cc1ccc(NC(=O)[C@@H]2CCCN2S(=O)(=O)c2ccccc2F)cc1 | -21% | 2%
-1 | · | · | · | -6% | 13% | -13% | CCc1cnccc1CCC(=O)Nc1ccccc1C | -19% | ·
-2 | · | 3% | -10% | -2% | 28% | -10% | Cc1nc2c(-c3ccccc3)c(C)nn2c(C)c1CCC(=O)NCCc1ccccc1 | -19% | -1%
0 | 15% | -2% | ? | -3% | 26% | 3% | O=[N+]([O-])c1cccc(S(=O)(=O)N2CCCCC2)c1 | -13% | -2%
-4 | · | · | · | -3% | 29% | 3% | O=C(CSCC(=O)NN=Cc1ccccc1)NN=Cc1ccccc1 | -15% | ·
-2 | 23% | -3% | -1% | -1% | -6% | 2% | CCc1nc2cccnc2n1-c1ccc(CC(=O)NC(C)CC)cc1 (stereo unspecified) | -14% | 6%
1 | 5% | -8% | 23% | 2% | -8% | 14% | COCCNC(=O)c1ccc2c3n(nc2c1)-c1ccc(C)cc1CO3 | -10% | 11%
0 | · | -5% | -6% | -5% | 13% | -8% | Cc1ccc(NC(=O)c2nc(S(C)(=O)=O)ncc2N(Cc2ccco2)Cc2cccs2)c(C)c1 | -21% | 16%
· | -2% | 1% | -1% | -5% | · | -17%[60.1 µM] | NS(=O)(=O)c1nn2cc(-c3ccccc3)nc2s1 | · | ·
-1 | 9% | -2% | 5% | 0% | 85%[activator] | -5% | O=C(NC1CCCC1)C(c1cccnc1)N(C(=O)c1csnn1)c1ccccc1Cl (stereo unspecified) | ? | 49%
-1 | -5% | -2% | -12% | -3% | -19% | -14% | CCc1ccc(Nc2cc(C(=O)NCCCN3CCOCC3)c3ccccc3n2)cc1 | -14% | -7%
-1 | -4% | -1% | -5% | -2% | 16% | 8% | Oc1[nH]c2ccccc2c1N=Nc1c(F)c(F)c(C(F)(F)F)c(F)c1F | -10% | 0%
0 | 30% | -3% | -7% | 16% | 28% | -2% | CC(=O)N1CCN(CCN=CC2=C(O)CC(c3ccc(Cl)cc3)CC2=O)CC1 (stereo unspecified) | -16% | -1%
0 | 1% | -3% | 10% | -7% | 6% | -14% | Cc1ccc(C2C3=C(CC(C)(C)CC3=O)Nc3onc(C)c32)cc1 (stereo unspecified) | -5% | -8%
-12 | 0%&5% | · | · | -3% | ? | -18% | CC(=O)Nc1ccccc1C | -15% | ·
-3 | 1% | -2% | -2% | -5% | -3% | -9% | CCCc1nc2ccc(NC(=O)c3cccs3)cc2c(=O)n1Cc1ccccc1Cl | -17% | -18%
-1 | 0% | -2% | -20% | -5% | ? | -14% | CSc1nc(-c2ccco2)nn1C(=O)c1cccs1 | -10% | -24%
0 | 15% | 3% | -7% | -3% | 49%[activator] | -3% | CC(CCc1ccccc1)N(C)CC(O)c1cccc([N+](=O)[O-])c1 (stereo unspecified) | -14% | 33%
1 | 13% | -2% | 4% | -2% | 18% | 0% | CC(c1ccccc1)C1CC(=O)N(c2ccc([N+](=O)[O-])cc2)C1=O (stereo unspecified) | -16% | 24%
-6 | -2% | -1% | -7% | -5% | 10% | -9% | COc1cccc(CN2CCN(Cc3nc(C(C)C)cs3)CC2CCO)c1 (stereo unspecified) | -21% | 2%
-10 | 1% | -2% | 2% | -4% | 15% | -6% | O=C(CSc1nnc(NC(=O)c2ccco2)s1)Nc1ccc(F)cc1F | -17% | 31%

Single values from the entries so far.
O=[N+]([O-])c1cccc(S(=O)(=O)N2CCCCC2)c1 in GRP78 ERSR act: -3%
CCc1cnccc1CCC(=O)Nc1ccccc1C in POLH inh: -19%

Printed as active in POLI inh, of those listed so far:
LDHA inh | APEX1 inh | BLM helicase inh | Apoferritin bind | GRP78 ERSR act | POLI inh | Pol kappa inh | SMILES | POLH inh | POLB inh
7 | 9% | 25µM* | -16% | 8% | 32µM* | ? | O=C1S/C(=C\C=C\c2ccco2)C(=O)N1c1ccc(O)cc1 | ? | 7.9µM*

Later entries
LDHA inh | APEX1 inh | BLM helicase inh | Apoferritin bind | GRP78 ERSR act | POLI inh | Pol kappa inh | SMILES | POLH inh | POLB inh
-5 | -3% | -1% | -10% | -5% | 5% | -2% | Cc1cc(=O)n2nc(N3CCCC(C(=O)NCCc4ccccc4)C3)sc2n1 (stereo unspecified) | 0% | -10%
2 | 7% | · | · | -2% | 29% | -13% | COc1ccccc1C(CNC(=O)c1cccc(NS(=O)(=O)c2ccc(C)c(F)c2)c1)N1CCCC1 (stereo unspecified) | -22% | ·
-13 | · | -2% | -3% | -1% | -8% | -15% | COc1cccc(-c2cc(C(F)(F)F)n3ncc(C(=O)OC(C)C)c3n2)c1 | -7% | 36%
3 | · | · | · | -4% | 11% | 6% | O=C(COc1ccccc1C(=O)Nc1cccc([N+](=O)[O-])c1)Nc1ccc(Br)cc1 | · | ·
-3 | · | -13% | 52%[activator] | -1% | 6% | 7% | Cc1ccc(-n2ncc(C(=O)NCCCN3CCN(c4cccc(Cl)c4)CC3)c2-n2cccc2)cc1 | -4% | 1%
-13 | 1% | -4% | -10% | -2% | 34% | 4% | CC(C)c1cccc(OCCCCN(C)C)c1 | -14% | 7%
-11 | 0% | -1% | 2% | -2% | -9% | -2% | Cc1ccc2oc(=O)c3cnn(CC(=O)N4CCCCC4C)c3c2c1 (stereo unspecified) | -8% | -1%
8 | -7% | -5% | ? | -4% | 54%[activator] | -9% | CCOC(=O)C1CCCN(C(=O)c2cc(Nc3ccc(OC)c(OC)c3)nc3ccccc23)C1 (stereo unspecified) | -12% | 1%
-5 | 17% | -10% | -12% | -3% | 21% | -17% | CCOC(=O)/C(C#N)=C/c1c(N2CCN(c3ccccc3)CC2)nc2c(C)cccn2c1=O | ? | -1%
-6 | 64%[activator] | -1% | -20% | -6% | -11% | -5% | Cc1cc(C)cc(C(=O)Nc2c3c(nn2C(C)(C)C)CS(=O)(=O)C3)c1 | 9% | 9%
-3 | ? | ? | -4% | -6% | 70%[activator] | -10% | O=C(COC(=O)CNC(=O)c1ccc(-c2ccccc2)cc1)NCc1ccco1 | -22% | 8.9µM*
-11 | -1% | 4% | ? | -3% | 9% | -12% | O=c1c2ccccc2nnn1Cc1ccccn1 | -7% | 1%
· | -9% | -20% | ? | · | · | · | COc1cc([C@@H]2c3cc4c(cc3[C@@H](O)[C@@H](CO)[C@@H]2CO)OCO4)cc(OC)c1O[Si](C)(C)C(C)(C)C | · | ?
-5 | -5% | -1% | -12% | 1% | 6% | -10% | O=C(CCC(=O)N1CCCC1)Nc1nnc(C(F)(F)F)s1 | -4% | 6%
2 | -2% | -4% | -4% | -3% | 15% | 20% | CCOC(=O)N1CCN(C(=O)CSc2nc3c(cnn3-c3ccc(C)cc3)c(=O)[nH]2)CC1 | -7% | 3%
4 | · | -6% | -19% | -3% | 1% | -14% | CC1CN(C(=O)CCC(=O)Nc2cc(F)ccc2F)c2ccccc2S1 (stereo unspecified) | -8% | -11%
-3 | -4% | -9% | -3% | -4% | 38%[activator] | 0% | CCOc1ccc(CCNC(=O)CCNC(=O)c2ccc(Br)cc2)cc1OCC | -1% | 4%
-4 | -4% | -4% | -8% | 6% | 46%[activator] | -5% | CCN(CCCCCCN)c1ccc2c(=O)[nH][nH]c(=O)c2c1 | 79µM* | -27%
5 | 29% | -4% | -15% | -5% | -23% | -9% | COc1ccc(N(C(=O)c2snc(C(N)=O)c2N)C(C(=O)NC2CCCC2)c2ccco2)cc1OC (stereo unspecified) | 4% | 7%
-3 | 5% | -2% | -7% | -3% | 0% | -6% | O=C(NCCNc1ccc([N+](=O)[O-])cc1)c1ccccc1F | 1% | 12%
4 | 2% | -3% | -9% | -4% | 9% | 2% | O=C(NC1CCCCC1)C(Cc1ccccc1)NS(=O)(=O)c1cccs1 (stereo unspecified) | 4% | 0%
-1 | -1% | -1% | -11% | -5% | 19% | 2% | CCCCN(Cc1cc2cccc(C)c2[nH]c1=O)S(C)(=O)=O | 21% | -2%
2 | 1% | 2% | -4% | -3% | 1% | -4% | CCOC(=O)C1CCN(C(=O)NC23CC4CC(CC(C4)C2)C3)CC1 | -17% | 0%

From PubChem BioAssay
